# UPR CHOP act = activators of apoptotic CHOP UPR arm, primary screen, cell-based, CHO-CHOP luciferase reporter, luminescence, uHTS; UPR activation; percent of tunicamycin response over DMSO baseline; activation, % at 10 µM; 0.34% of 330,000 active; AID 449763, 2010;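 active means at 10 µM dose, activation of 40% or more, normalized to positive control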;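 further: 100% = tunicamycin at 10 µg/mL and 0% = DMSO alone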
#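 Material: CHO-CHOP cells, stable luciferase reporter of PERK-eIF2a-CHOP signalling; quantity: 500 reporter cells seeded per well; buffer or medium: F12 medium containing 10% fetal bovine serum; compound: one dose, 10 µM in 0.5% DMSO; incubation: 6 h compound treatment, 37 °C; measured by: Steady-Glo luciferase luminescence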
# 697 NFkB inh = inhibitors of PMA/ionomycin-induced NF-kB reporter, 697 cells, primary screen, B-cell NF-kB inhibitor project, cell-based, luminescence, uHTS; 697 B-cell NF-kB luciferase reporter, 16 h; inhibition, % at 4 µM; 0.33% of 330,000 active; AID 435022, 2010; in the data active means inhibition above about 35%
# UPR XBP1 act = activators of adaptive XBP1 UPR arm, primary screen, cell-based, CHO-XBP1 luciferase reporter, luminescence, uHTS. IRE1-XBP1 UPR activation; percent of tunicamycin response, DMSO as zero. activation, % at 20 µM. 0.33% of 330,000 active. AID 463104, 2010;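 active means versus positive control, 20 µM dose yields 30% or more activation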;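 further: 100% = tunicamycin at 10 µg/mL and 0% = DMSO only wells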
#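 Material: CHO cell line with stable XBP1 luciferase reporter; buffer or medium: F12 medium containing 10% fetal bovine serum; compound: single point, 20 µM final compound, 1% DMSO; incubation: 6 h treatment, 37 °C; measured by: glow luminescence from Steady-Glo reagent; evaluation: activation, % of tunicamycin; control set: tunicamycin high, DMSO low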
# EBI2 antag = EBI2 receptor antagonists, beta-arrestin recruitment, primary screen, cell-based, luminescence, 7a,25-OHC stimulation, uHTS | G-protein coupled receptor 183 (Homo sapiens), P32249 | 7a,25-OHC stimulated | inhibition, % at 5 µM | 0.81% of 360,000 active; in the data active means inhibition above about 38%;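 further: enzyme fragment complementation signal reports receptor beta-arrestin coupling in cells; 0% = agonist plus DMSO wells and 100% = wells without agonist; some results beyond the cut were filed as inactive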
# Gli-Sufu antag = Gli-Sufu pathway antagonists, primary screen, luciferase luminescence, Sufu-KO-LIGHT cells, uHTS | Sufu-KO-LIGHT fibroblasts, Gli luciferase reporter luminescence | inhibition, % at 5 µM | 0.74% of 340,000 active;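 active means inhibition above about 55%, limit read from the data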;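 further: 0% = DMSO-treated cells and 100% = wells with medium but no cells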
# CCR6 antagonist = CCR6 receptor antagonists, primary screen, cell-based, CHO-K1, luminescence, beta-arrestin, uHTS. 0.49% of 340,000 active. CHO-K1 CCR6 PathHunter beta-arrestin, CCL20-stimulated. inhibition, % at 20 µM. C-C chemokine receptor type 6 (Homo sapiens), P51684. AID 493098, 2011;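 active means compounds whose inhibition of the agonist-driven luminescence signal at 20 µM reaches about 50%, limit read from the data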;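 further: cells stimulated with CCL20 at 14 nM final; plate controls were DMSO with CCL20 for no effect and DMSO without agonist for full effect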
# Jurkat NFkB inh = inhibitors of induced NF-kB luciferase reporter, primary screen, TCR NF-kB activation inhibitor project, cell-based, luminescence, uHTS. Jurkat, PMA/ionomycin-induced NF-kB luciferase reporter. AID 435003, 2010. 0.53% of 330,000 active. inhibition, % at 4 µM; in the data active means inhibition above about 50%
# CXCR6 inh = CXCR6 receptor inhibitors, primary screen, cell-based, beta-arrestin, luminescence, CHO-K1 PathHunter, 1536-well | C-X-C chemokine receptor type 6 (Homo sapiens), O00574 | inhibition, % at 20 µM | 0.36% of 360,000 active; in the data active means inhibition above about 34%, passing the limit was not always enough;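 further: antagonist mode with CXCL16 agonist at 10 nM final; 0% = 10 nM CXCL16 with DMSO and 100% = unstimulated wells without agonist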
# Mdm2 MdmX PPI = inhibitors of human Mdm2-MdmX association, primary screen, cell-based, luminescence, split luciferase, SaOS-2, uHTS; Protein Mdm4 (Homo sapiens) + E3 ubiquitin-protein ligase Mdm2 (Homo sapiens), …; SaOS-2 split-luciferase Mdm2/MdmX complementation; inhibition, % at 8 µM; 3% of 330,000 active; AID 485346, 2010;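 active means inhibition of at least 50% at 8 µM in the primary screen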
# Target sequence (O15151 whole entry, looked up): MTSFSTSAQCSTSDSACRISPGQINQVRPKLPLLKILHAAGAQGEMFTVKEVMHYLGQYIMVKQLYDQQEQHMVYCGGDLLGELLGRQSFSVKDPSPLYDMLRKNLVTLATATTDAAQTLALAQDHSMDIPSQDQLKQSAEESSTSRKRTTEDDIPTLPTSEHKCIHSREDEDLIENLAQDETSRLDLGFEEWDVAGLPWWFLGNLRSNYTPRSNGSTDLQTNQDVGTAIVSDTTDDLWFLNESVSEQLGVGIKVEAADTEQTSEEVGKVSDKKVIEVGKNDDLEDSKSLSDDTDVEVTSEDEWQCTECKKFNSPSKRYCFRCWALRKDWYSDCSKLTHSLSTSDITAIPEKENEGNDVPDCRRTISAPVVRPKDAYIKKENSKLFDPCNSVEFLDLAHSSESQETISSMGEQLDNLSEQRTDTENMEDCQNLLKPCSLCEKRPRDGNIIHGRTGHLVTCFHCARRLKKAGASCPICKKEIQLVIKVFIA
# Target sequence (Q00987 whole entry, looked up): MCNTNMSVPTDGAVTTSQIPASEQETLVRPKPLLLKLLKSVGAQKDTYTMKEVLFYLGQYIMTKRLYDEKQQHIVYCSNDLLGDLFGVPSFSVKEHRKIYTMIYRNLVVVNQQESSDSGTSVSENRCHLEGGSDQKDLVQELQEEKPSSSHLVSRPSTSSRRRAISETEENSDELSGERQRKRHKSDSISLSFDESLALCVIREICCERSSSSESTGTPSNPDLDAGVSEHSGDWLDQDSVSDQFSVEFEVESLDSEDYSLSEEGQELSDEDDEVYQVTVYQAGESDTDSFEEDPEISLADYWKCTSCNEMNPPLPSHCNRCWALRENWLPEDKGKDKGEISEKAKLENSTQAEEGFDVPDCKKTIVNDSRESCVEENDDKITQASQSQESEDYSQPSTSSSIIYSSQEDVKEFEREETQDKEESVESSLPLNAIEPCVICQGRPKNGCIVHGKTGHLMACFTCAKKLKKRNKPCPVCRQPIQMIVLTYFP
# * hit, by the source's call; . = no result given.
SMILES,UPR CHOP act,697 NFkB inh,UPR XBP1 act,EBI2 antag,Gli-Sufu antag,CCR6 antagonist,Jurkat NFkB inh,CXCR6 inh,Mdm2 MdmX PPI
COc1ccc(Cl)cc1NC(=O)/C=C\C(=O)O,-1.4,9,-2,-8,-5,21,4,8,-4
O=C(Nc1cccc(-c2cnc3ccccc3n2)c1)c1cccc(NC(=O)c2ccco2)c1,22,-14,36*,-15,-21,3,30,16,68*
COCCN(C(=O)COC(=O)C(C)(C)Oc1ccc(Cl)cc1)c1c(N)n(Cc2ccccc2)c(=O)[nH]c1=O,.,.,.,-2,2,10,.,5,.
CCCCC1=CC2=CC(=O)C(C)(OC(=O)c3ccc(Cl)nc3)C(=O)C2=CO1 (configuration not stated),2.3,22,-2,.,.,.,21,.,8
CN(C)Cc1nc2ccccc2c(=O)n1Cc1nc(-c2cc3ccccc3o2)cs1,-0.3,-12,-2,36,1,-3,-2,-5,-7
O=C1COc2ccc3ccccc3c2CN1,-0.2,12,-2,-1,-5,-2,9,-8,4
CCc1ccccc1N(CC)C(=O)c1cn(C)c(=O)c2cc(OC)c(OC)cc12,-0.2,15,-3,4,2,6,8,-1,4
NNC(=O)c1csc(-c2ncc(C(F)(F)F)cc2Cl)n1,0.6,0,4,8,-8,-5,-16,3,11
O=C(c1c(F)cccc1F)N(Cc1ccccc1)Cc1ccccc1,3.8,32,-2,12,-15,24,3,10,17
CN(C(=O)C1CCC(CNS(=O)(=O)c2cccc3cccnc23)CC1)C1CCCCC1 (configuration not stated),-0.9,-6,-7,9,-17,9,3,-3,23
N#Cc1cc2c(nc1SCc1ccccc1)CCC2,3.4,-15,2,10,-6,-8,-14,-13,5
CS(=O)(=O)Cc1ccc(C(=O)NC2CCCc3ccccc32)cc1 (configuration not stated),-0.4,16,2,-8,-2,8,8,-4,27
CCCNC(=O)COc1ccc2c(=O)c(Oc3ccccc3F)coc2c1,-0.7,-11,2,5,-5,10,-10,-2,1
O=[N+]([O-])c1ccc(N2CCN(Cc3ccccc3)CC2)c(S(=O)(=O)N2CCOCC2)c1,-0.2,12,-5,9,0,13,-1,0,25
Cc1c(Cl)c([N+](=O)[O-])nn1CC(=O)NCCCN1CCOCC1,0.4,-1,0,14,7,1,13,8,23
O=C(CCN1CCN(c2ccccc2)CC1)NNC(=O)c1cccc2ccccc12,-0.9,-11,-3,-11,7,9,3,-6,14
Cc1ccc(O)c(C(=O)c2cnc3c(c2)c(-c2ccc(F)cc2)c(C#N)c(=O)n3C)c1,2.3,3,9,35,6,4,10,15,25
CCNc1nc(-c2cc(C)n(Cc3ccco3)c2C)cs1,-0.2,-4,4,3,-4,11,5,12,-6
O=C(Nc1cccc(O)c1)c1cc(S(=O)(=O)N2CCCC2)ccc1Cl,0.4,-2,-3,-6,0,17,-1,0,11
CCSc1ncc(Cl)c(C(=O)Nc2ccccc2F)n1,2.9,-11,-2,-10,-12,16,17,3,-2
CC(=O)C1C(c2ccc(C)cc2)c2c(n[nH]c2C)CC1(C)O (configuration not stated),-2.1,23,-3,-19,-2,13,-3,2,-2
CCCCN(CCCNC(=O)C1CCN(S(=O)(=O)CC)CC1)c1ccccc1,0.5,-18,-4,-3,3,4,9,3,1
CCn1cc(CCC(=O)NCCc2ccccc2)c2ccccc21,0.3,-5,-8,10,-20,15,-12,1,13
Cc1sc2nc(COC(=O)CNC(=O)c3ccc(C(C)(C)C)cc3)[nH]c(=O)c2c1C,0.0,-13,2,-2,-10,6,-8,-4,-9
Cc1ccc(NC(=O)c2ccc(NCC3CCCO3)c([N+](=O)[O-])c2)cc1Cl (configuration not stated),-0.4,-28,11,1,2,16,-62,18,30
CC1CN(C2=NC(=O)/C(=C/c3ccncc3)S2)CC(C)O1 (configuration not stated),0.0,-14,-2,-1,3,-15,7,-4,26
CC1=NN(C(=O)c2ccccc2-n2cccc2)C(O)(C(F)(F)F)C1 (configuration not stated),1.2,5,-3,-14,-12,-4,0,5,8
Cc1ccc(S(=O)(=O)c2c(C)cc(C)nc2N2CCCCC2)cc1,.,.,.,2,-2,23,.,-3,.
COc1ccc(C(=O)OCC(=O)NC(=O)NCc2ccccc2)cc1[N+](=O)[O-],-0.8,-2,-2,-2,8,13,-8,6,-9
CCCCNC(=O)C1CCN(Cc2ccc(OCc3ccccc3)cc2)CC1,1.2,10,1,-10,-8,23,-66,-4,-32
O=C(O)c1cccc(Cn2c(Cl)c(/C=N/NC(=O)c3cc4ccccc4cc3O)sc2=O)c1,0.0,14,0,-6,2,12,-1,0,12
CN(C)C(CNC(=O)c1cccs1)c1ccco1 (configuration not stated),1.4,18,3,-1,-4,-2,4,-6,5
CNC(=O)c1cc2ccc(OC)cc2oc1=O,2.1,17,0,-2,-2,1,0,-8,12
CCn1cc(C2=NC(C)(C)CO2)c2ccccc21,0.1,-2,1,-10,2,-4,3,-6,3
COc1ccccc1N1CCN(C(=O)C(=O)c2cn(CC(=O)N3CCCC3)c3ccccc23)CC1,-0.6,9,-7,3,5,-1,-5,-1,26
Cc1c(Br)c([N+](=O)[O-])nn1CC(=O)NCc1ccco1,1.8,15,-3,1,0,11,1,0,-9
CCOc1ccc(OCCOCCN2CCc3ccccc3C2)cc1,-2.8,0,0,-8,9,2,10,2,35
COC(=O)c1ccc(COc2cccc(OC)c2)o1,2.2,17,0,-15,-4,-1,-19,2,17
COCCNC(=O)C(c1cccs1)N(C(=O)Cn1nnc2ccccc21)c1ccc2c(c1)OCO2 (configuration not stated),1.1,11,0,-1,4,7,-11,6,-9
CCOc1ccccc1C(=O)OCC(=O)Nc1cccc(S(=O)(=O)N2CCCC2)c1,0.4,-3,-3,-4,5,2,6,-4,0
COc1ccc(OC)c(-c2nc(C(=O)NCCCN3CCOCC3)cc3c2[nH]c2ccccc23)c1,-0.5,-9,1,11,13,8,-25,9,18
O=c1[nH]c2ccc(Br)cc2c(-c2ccccc2)c1N1CCOCC1,2.5,9,-1,16,8,13,15,-5,18
COC(=O)[C@H]1C[C@@H]1[C@H](N)c1ccccc1,0.8,-39,3,-13,7,-4,-23,-4,16
CN1C(=O)/C(=C/c2ccccc2F)Sc2ccc(C(=O)NCC3CCCO3)cc21 (configuration not stated),0.4,-4,-2,4,3,11,13,-2,16
c1ccc(Cn2c(NCc3ccccn3)nc3ccccc32)cc1,2.4,-6,-1,-3,-8,-7,4,-2,0
Cc1ccc(C)c(NC(=O)CS(=O)(=O)c2cn(C)c3ccccc23)c1,-0.9,15,-3,2,-15,9,3,-2,5
N=c1oc2ccc(Br)cc2cc1C(=O)NCc1ccccc1,1.1,-22,1,0,-5,-9,-1,7,21
CC(=O)N1CCN(CC(=O)Nc2cc(F)ccc2C)CC1,-0.4,-20,-2,3,-19,6,-5,-2,-18
CCOC(=O)N1CCc2c(sc3nc4n(c(=O)c23)N=C(C)CS4)C1,0.6,16,0,8,-25,-1,-7,-7,-18
CSc1ccc(C2=CC(=O)C[C@H](c3ccc(Cl)cc3)C2)cc1,1.9,-6,1,67*,-2,17,-9,6,38

# In a second layout: results already given
molecule | UPR CHOP act | 697 NFkB inh | UPR XBP1 act | EBI2 antag | Gli-Sufu antag | CCR6 antagonist | Jurkat NFkB inh | CXCR6 inh | Mdm2 MdmX PPI
Cc1c(Br)c([N+](=O)[O-])nn1CC(=O)NCc1ccco1 | 1.8 | 15 | -3 | 1 | 0 | 11 | 1 | 0 | -9
CCOc1ccc(OCCOCCN2CCc3ccccc3C2)cc1 | -2.8 | 0 | 0 | -8 | 9 | 2 | 10 | 2 | 35
COC(=O)c1ccc(COc2cccc(OC)c2)o1 | 2.2 | 17 | 0 | -15 | -4 | -1 | -19 | 2 | 17
COCCNC(=O)C(c1cccs1)N(C(=O)Cn1nnc2ccccc21)c1ccc2c(c1)OCO2 (configuration not stated) | 1.1 | 11 | 0 | -1 | 4 | 7 | -11 | 6 | -9
CCOc1ccccc1C(=O)OCC(=O)Nc1cccc(S(=O)(=O)N2CCCC2)c1 | 0.4 | -3 | -3 | -4 | 5 | 2 | 6 | -4 | 0
COc1ccc(OC)c(-c2nc(C(=O)NCCCN3CCOCC3)cc3c2[nH]c2ccccc23)c1 | -0.5 | -9 | 1 | 11 | 13 | 8 | -25 | 9 | 18
O=c1[nH]c2ccc(Br)cc2c(-c2ccccc2)c1N1CCOCC1 | 2.5 | 9 | -1 | 16 | 8 | 13 | 15 | -5 | 18
COC(=O)[C@H]1C[C@@H]1[C@H](N)c1ccccc1 | 0.8 | -39 | 3 | -13 | 7 | -4 | -23 | -4 | 16
CN1C(=O)/C(=C/c2ccccc2F)Sc2ccc(C(=O)NCC3CCCO3)cc21 (configuration not stated) | 0.4 | -4 | -2 | 4 | 3 | 11 | 13 | -2 | 16
c1ccc(Cn2c(NCc3ccccn3)nc3ccccc32)cc1 | 2.4 | -6 | -1 | -3 | -8 | -7 | 4 | -2 | 0
Cc1ccc(C)c(NC(=O)CS(=O)(=O)c2cn(C)c3ccccc23)c1 | -0.9 | 15 | -3 | 2 | -15 | 9 | 3 | -2 | 5
N=c1oc2ccc(Br)cc2cc1C(=O)NCc1ccccc1 | 1.1 | -22 | 1 | 0 | -5 | -9 | -1 | 7 | 21
CC(=O)N1CCN(CC(=O)Nc2cc(F)ccc2C)CC1 | -0.4 | -20 | -2 | 3 | -19 | 6 | -5 | -2 | -18
CCOC(=O)N1CCc2c(sc3nc4n(c(=O)c23)N=C(C)CS4)C1 | 0.6 | 16 | 0 | 8 | -25 | -1 | -7 | -7 | -18
CSc1ccc(C2=CC(=O)C[C@H](c3ccc(Cl)cc3)C2)cc1 | 1.9 | -6 | 1 | 67* | -2 | 17 | -9 | 6 | 38

# Next records.
SMILES,UPR CHOP act,697 NFkB inh,UPR XBP1 act,EBI2 antag,Gli-Sufu antag,CCR6 antagonist,Jurkat NFkB inh,CXCR6 inh,Mdm2 MdmX PPI
CC(C)CC(C(=O)NCC1CCCO1)N(C(=O)Cn1nnc(-c2ccc(F)cc2)n1)c1ccccc1F (configuration not stated),-0.5,25,-3,10,1,3,23,6,21
N#Cc1cc2c(nc1S(=O)(=O)Cc1ccccc1)CCCC2,-0.5,-6,-2,-7,1,-7,-9,2,-7
COc1ccccc1NC(=S)N1CCN(c2ccccc2F)CC1,0.5,-12,-3,-11,0,-5,0,-2,-3
C=CCn1c(C)cc(C2=NNC(=NCc3ccccc3)SC2)c1C,4.5,2,1,5,-31,1,-11,-6,-47
CCc1cccc(C)c1NC(=O)CSc1n[nH]c(N)n1,0.2,-13,2,10,-4,2,3,10,-16
O=C1NC(c2ccccc2)=N/C1=C/c1ccco1,11,-40,3,2,1,10,-32,-1,-35

# Screening results: PubChem, Sanford-Burnham Center for Chemical Genomics
